# Bioassay records (PubChem)
# Hck Nef HTS – inhibitors of human Hck kinase activated by Nef; P08631; Recombinant Hck-YEEI plus Nef, Z-Lyte FRET kinase assay; inhibition, % at 20 µM; 220,000 compounds, 0.68% hits; AID 463187;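 active = Hck-Nef kinase inhibition above about 50%, limit read from the data; inactive = inhibition below that limit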;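 note: 0% = DMSO with Hck plus Nef and 100% = Hck alone without Nef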
# p97 ATPase inh – human p97 ATPase inhibition; recombinant p97 ATPase, Kinase-Glo ATP luminescence, 3 h; inhibition, % at 8 µM; 220,000 compounds, 0.42% hits; AID 1481; in the data active = inhibition above about 15%;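 note: 0% = DMSO vehicle and 100% = wells lacking enzyme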
# Mdm2 ligase inh – Mdm2 E3 ligase (human) inhibition; 210,000 compounds, 0.11% hits; Q00987; cell-based MDM2 ubiquitination luciferase reporter, 2 h; 0 = plate control, 100 = twice control, blank-subtracted; signal enhancement, % at 5 µM;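 active = signal enhancement of 30% or more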;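 note: luminescence tracks abundance of the self-degrading MDM2-luciferase fusion protein; higher signal means inhibition of MDM2 E3 ligase activity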
#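 Test system: stable mammalian line carrying autodegrading MDM2–luciferase fusion reporter; quantity: 2000 cells in each well; times: 4 h cell settling then 2 h compound exposure, 37 °C; detection: luminescence with SteadyLite reagent, 15 min at room temperature; evaluation: percent signal gain over controls, blank-subtracted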
# Runt-CBFb FRET – Runt domain-CBFb interaction inhibition; 220,000 compounds, 0.46% hits; inhibition, % at 20 µM; Cerulean-Runt/Venus-CBFb FRET ratio 530/480, 1 h; Q01196+Q13951;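 active = inhibition over about 50% at 20 µM in the single-dose screen, limit read from the data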;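 note: 0% = DMSO wells and 100% = excess unlabeled CBFb competitor control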
# Target sequence (Q01196 whole entry, looked up, the tested form may be a part): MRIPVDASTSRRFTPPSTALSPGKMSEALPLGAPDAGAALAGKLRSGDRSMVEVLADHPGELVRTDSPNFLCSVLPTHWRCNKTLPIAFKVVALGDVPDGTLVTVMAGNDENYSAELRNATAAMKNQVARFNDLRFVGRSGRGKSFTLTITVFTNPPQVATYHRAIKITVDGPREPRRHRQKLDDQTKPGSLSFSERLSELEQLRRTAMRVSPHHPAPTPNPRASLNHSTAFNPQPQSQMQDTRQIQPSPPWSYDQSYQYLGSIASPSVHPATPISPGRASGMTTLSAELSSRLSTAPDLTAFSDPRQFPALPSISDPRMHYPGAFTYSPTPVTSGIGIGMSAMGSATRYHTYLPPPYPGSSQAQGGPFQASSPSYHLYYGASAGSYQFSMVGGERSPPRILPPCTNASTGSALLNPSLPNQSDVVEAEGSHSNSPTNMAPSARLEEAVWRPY
# Target sequence (Q13951 whole entry, looked up, the tested form may be a part): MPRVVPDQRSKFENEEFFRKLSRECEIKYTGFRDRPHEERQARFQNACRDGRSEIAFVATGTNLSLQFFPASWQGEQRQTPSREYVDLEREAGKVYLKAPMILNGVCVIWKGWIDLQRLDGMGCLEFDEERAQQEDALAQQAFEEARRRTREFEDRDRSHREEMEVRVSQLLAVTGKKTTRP
#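 Assay system: Cerulean-tagged RUNX1 Runt domain (FRET donor) fusion protein / Amount: 100 nM each of Venus-CBFb and Cerulean-Runt domain / Medium: Tris buffer pH 7.5 with salts and BSA / Also added: Venus-CBFb 100 nM / Schedule: 1 h complex formation plus 1 h compound treatment, room temperature / Signal: FRET fluorescence / Read-out: loss of energy transfer signal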
# NPY Y1 blocker – blocks the human neuropeptide Y Y1 receptor; P25929; AID 1040; 200,000 compounds, 1% hits; inhibition, % at 3.6 µM; HEK293-CNG Y1 cells, membrane potential fluorescence; NPY at EC95, then isoproterenol;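 active = inhibition above the campaign mean inhibition of all tested compounds plus 3 SD, cut at about 20% in these data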;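 note: 0% = DMSO wells given NPY plus isoproterenol and 100% = isoproterenol alone without NPY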
#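 Material: HEK293 cells co-expressing NPY Y1 receptor and cyclic-nucleotide gated channel. Timing: compound incubation 1 h at room temperature, readout 45 min post-stimulation. Signal: fluorescence, membrane potential probe.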
# Runt-SMMHC FRET – inhibitors of human RUNX1 Runt domain binding to CBFb-SMMHC; Cerulean-Runt/Venus-CBFb-SMMHC FRET ratio 530/480, 1 h; Q01196+Q13951; 220,000 compounds, 0.74% hits; inhibition, % at 20 µM;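 active = mean inhibition across duplicate retests at 20 µM reaching about 50%, limit read from the data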;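 note: 0% = DMSO wells and 100% = wells with excess untagged CBFb-SMMHC; inhibitors lower the FRET ratio by blocking Runt binding to CBFb-SMMHC; some results filed as inactive read as strong as hits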
# RBBP9 inhibitor – blocks human serine hydrolase RBBP9; 220,000 compounds, 0.2% hits; inhibition, % at 7.94 µM; O75884; recombinant RBBP9, FP-Rh probe fluorescence polarization;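 active = inhibition above the campaign mean of all tested compounds plus 3 SD, cut at about 14% in these data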;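 note: plate controls were DMSO wells with RBBP9 for no effect and wells lacking RBBP9 protein for full effect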
#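 Test system: recombinant human RBBP9. Quantity: 2.5 µM RBBP9 dispensing solution, before mixing. Detection: FP readout at 525/598 nm. Reagent: Serine-hydrolase probe FP-Rh, 375 nM pre-mixing. Measure: % inhibition. Control set: DMSO-treated enzyme wells and wells lacking RBBP9. Buffer or medium: Tris-NaCl-Pluronic buffer, pH 8.0. Times: preincubation 30 min plus labeling 45 min at 25 °C.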
# NPY1 pot ag – potentiators or agonists of human neuropeptide Y receptor Y1 | 220,000 compounds, 0.37% hits | NPY-Y1 expressing cells, potentiator/agonist activation | AID 1304 | activation, % at 3.6 µM | P25929; in the data active = activation above about 33%, passing the limit was not always enough;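 note: cells stimulated with NPY at EC10 then isoproterenol at EC100; 0% = low agonist plus stimulus and 100% = saturating agonist plus stimulus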
# NPY2 pot ag – potentiates or activates human NPY-Y2 receptor. cells expressing NPY-Y2, potentiator/agonist read-out. activation, % at 3.6 µM. 220,000 compounds, 0.45% hits. AID 1359; in the data active = activation above about 27%;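 note: cells stimulated with NPY near EC25 plus isoproterenol at EC100; 0% = vehicle plus submaximal agonist and 100% = vehicle plus saturating agonist; some results beyond the cut were filed as inactive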
# Target sequence (P49146 whole entry, looked up): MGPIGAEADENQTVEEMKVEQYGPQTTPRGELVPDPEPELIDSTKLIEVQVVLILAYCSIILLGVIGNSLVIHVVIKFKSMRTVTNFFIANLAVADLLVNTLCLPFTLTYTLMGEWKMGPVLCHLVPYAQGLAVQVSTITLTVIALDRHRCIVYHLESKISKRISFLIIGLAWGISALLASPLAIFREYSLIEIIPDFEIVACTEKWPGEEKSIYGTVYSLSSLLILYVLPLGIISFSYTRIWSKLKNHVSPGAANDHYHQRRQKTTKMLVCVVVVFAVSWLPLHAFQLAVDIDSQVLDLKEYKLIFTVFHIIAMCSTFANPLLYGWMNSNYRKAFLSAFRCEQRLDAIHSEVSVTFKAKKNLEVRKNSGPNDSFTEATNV
# * = called active by the depositor; . = not tested or not shown.
SMILES,Hck Nef HTS,p97 ATPase inh,Mdm2 ligase inh,Runt-CBFb FRET,NPY Y1 blocker,Runt-SMMHC FRET,RBBP9 inhibitor,NPY1 pot ag,NPY2 pot ag
O=C(CN1C(=O)/C(=C\c2cccc(Cl)c2)Oc2ccccc21)N1CCN(c2ccccn2)CC1,26,6,-13,-3,3,-1,-6,19,6
COC(=O)C1=C(N)OC2=C(C(=O)CC(C)(C)C2)C1c1ccccc1OC (centres undefined),12,4,-87,0,-1,2,3,13,-5
Cc1cc(C(=O)Nc2c(C)nn(Cc3ccc(Cl)cc3)c2C)no1,-3,-1,0,-2,-4,0,0,-7,-8
CCn1c(=O)c([N+](=O)[O-])c(NCC2CCCO2)c2ccccc21 (centres undefined),2,-2,-5,-1,.,-4,-4,-5,-9
CCOC(=O)c1c(C)[nH]c(C=Nc2ccccc2)c1O,1,3,-12,0,-3,-2,-7,-5,-17
CCc1nnc(NS(=O)(=O)c2ccc(NC(=S)NC(=O)c3ccc(Br)cc3)cc2)s1,6,-4,3,0,1,-11,1,-10,-5
O=C(c1cc(Sc2cccc(Cl)c2)nc2ccccc12)N1CCN(c2ccccn2)CC1,15,-4,4,1,2,1,-9,-21,-23
Cc1cc(C)c2c(n1)sc1c(=O)n(-c3ccccc3)c(=O)[nH]c12,17,-3,-8,0,-3,5,-9,7,5
O=C(Nc1cnn(C23CC4CC(CC(C4)C2)C3)c1)c1cnn2c(C(F)(F)F)cc(-c3ccco3)nc12,81*,-2,-13,-6,0,-7,-10,6,8
CCN1CCN(c2nc(SC)nc3sc4c(c23)CC(C)(C)OC4)CC1,0,0,-21,-1,9,2,4,-17,-15
Cc1nnc(NC(=O)CSc2nc3c(c(=O)n2C)SC(C)C3)s1 (centres undefined),23,-5,-15,0,0,-2,-3,-23,3
COc1ccc(C2C(C(=O)Nc3ccc4c(c3)OCCO4)c3ccccc3C(=O)N2C)cc1 (centres undefined),0,2,-3,0,6,-1,-1,-29,3
COc1ccc(C(=O)NC(=S)Nc2ccc(CN3CCCCC3)cc2)cc1Cl,21,0,-5,1,28*,0,-8,-39,-40
Cc1cc(C)c(NC(=O)CN2CCC(NC(=O)NC3CCCCC3)CC2)c(C)c1,19,1,10,7,2,15,-6,9,-5
Cc1cc(C)n(-c2ccc(C(=O)Nc3nnc(C)s3)cc2)n1,0,-2,-4,0,-1,-3,-5,-5,-19
CCCOc1ccc(-c2cc(C(=O)NCC3CCCO3)c3ccccc3n2)cc1 (centres undefined),-5,1,-10,-3,-3,-1,-4,-37,-29
CN(Cc1nc2ccccc2n1C)S(=O)(=O)c1ccc(F)cc1,9,-1,-2,1,3,3,-4,-18,5
COc1cccc(/C=N\NC(=O)c2ccc(Cn3cc(Br)c([N+](=O)[O-])n3)o2)c1O,29,6,-15,2,-8,-11,-10,19,19
NS(=O)(=O)c1ccc(CCNC(=O)COC(=O)C2CCCN2C(=O)c2cccs2)cc1 (centres undefined),2,4,-6,-4,2,2,2,5,15
COCCNC(=O)C1CC(c2cccc(F)c2)=NO1 (centres undefined),31,.,6,1,.,-4,.,.,.
COc1ccc(C2CC(c3ccccc3)=NN2C(=O)c2ccc(Cl)c([N+](=O)[O-])c2)cc1 (centres undefined),0,3,2,0,-5,4,-6,-5,2
CCC(=O)Nc1ccc(C(=O)n2ccc(C)n2)cc1,1,5,-8,-1,-4,-1,2,6,6
CCOc1ccc(-c2nc[nH]c2[N+](=O)[O-])cc1,13,4,-1,-2,2,-2,0,9,1
C/C(=N/NC(=O)CNC(=O)COc1cccc(C)c1)c1ccco1,9,2,-2,2,.,-4,-2,-12,-11
O=C1c2cccc(OCC(=O)N3CCCc4ccccc43)c2CCN1Cc1ccccc1,1,-4,-16,-2,1,-1,-13,4,3
NNC(=O)CSc1cccc2cccnc12,5,4,7,-2,11,-6,-10,-32,1
C[C@@H]1CC=C[C@H]2[C@H]1C(=O)N(Cc1ccccc1)[C@H]2c1ccc(-c2ccoc2)cc1F,30,.,11,1,.,-2,.,.,.
Cc1[nH]c2ccccc2c1C(=O)CSc1nc2cc(S(=O)(=O)N3CCCCC3)ccc2o1,0,4,-12,-3,-4,2,-14,2,13
CCSc1nnc(NC(=O)c2cc3c(s2)CCCC3)s1,2,9,-8,2,2,-2,-4,12,10
COc1ccc(-c2nc(SC)n(C(=O)c3ccco3)n2)cc1,3,2,9,0,0,6,-3,-5,-3
CC(C)C(=O)NNC(=O)c1ccccn1,0,-2,-11,2,-1,-4,-1,-17,-12
COc1ccccc1Cc1noc(-c2cc(Cl)ccc2OC)n1,0,-8,-17,9,4,-1,-8,-14,-16
CCN(CC)C(=O)/C(=C/c1ccc(F)cc1)NC(C)=O,0,3,9,-4,1,1,-7,4,4
Cc1c(NC(=O)CSc2nnc(N)s2)c(=O)n(-c2ccccc2)n1C,1,6,2,0,1,-2,-1,1,3
CN(CC(=O)N1CCCCC1)S(=O)(=O)c1ccc(Cl)cc1,3,0,-4,2,1,-4,-8,-18,-7
CCN(CC)C(=O)COc1ccc(N(C)S(=O)(=O)c2ccc(NC(C)=O)cc2)cc1,9,6,-6,5,.,-7,3,14,12
N#CCCN1CCN(C(=S)c2ccc(-c3cc(Cl)ccc3Cl)o2)CC1,-1,-3,-3,6,13,-1,-13,-59,-16
COc1ccc(NC(=O)COC(=O)c2cccc(S(=O)(=O)N(C)C)c2)cc1,23,7,-5,3,-1,2,4,6,9
CSc1nnc(-c2cccs2)n1-c1ccccc1,7,-2,-1,-1,1,-3,-2,-7,-3
CCOc1ccc(NC(=O)CC2C(=O)N(c3ccccc3)C(=O)N2Cc2ccco2)cc1 (centres undefined),-13,2,-14,-1,-1,0,-4,13,-8
Cc1ccc(C)c(C(=O)NC(C)CCc2ccccc2)c1 (centres undefined),26,-5,-8,-2,7,0,-14,-9,6
N=C1C(c2ccccc2)=C(O)CN1CCO,10,1,1,0,2,1,1,-6,-15
CN(c1ccc(OCC(=O)OCC(=O)NCc2ccco2)cc1)S(=O)(=O)c1ccc2ccccc2c1,25,0,5,-4,-1,-4,-4,-1,0
O=S1CC/C(=N\O)c2ccccc21 (centres undefined),14,1,-3,-1,0,2,3,-7,2
Cc1ccccc1-c1noc(CCC(=O)NCc2ccco2)n1,29,9,-11,5,.,1,-2,12,3
CC(OC(=O)CNS(=O)(=O)/C=C/c1ccccc1)C(=O)Nc1ccc(S(=O)(=O)N2CCCC2)cc1 (centres undefined),2,1,-17,0,-2,2,-16,4,-1
CCOc1cc(N2CCOCC2)c(OCC)cc1NC(=O)COC(=O)c1cc(C)oc1C,2,4,-12,-1,4,-2,-6,3,-5
CCn1c(CSc2nnc3ccccn23)nc2cc(C(=O)O)ccc21,0,5,6,-2,1,1,0,22,18
O=C(NNC(=S)Nc1cccc2ccccc12)c1cccc(Br)c1,1,-2,-6,8,2,1,-5,-13,-15
Cc1ccc(NC(=O)C(C)N2C(=O)C3C4CC(C(Br)C4Br)C3C2=O)cc1 (centres undefined),-1,0,-3,1,-11,0,-12,13,22
O=C(/C=C/c1ccccn1)c1cc(Cl)cc(Cl)c1O,-26,8,-6,3,.,9,-6,23,6
Cc1ccc(C(=O)N/C(=C\c2ccc(-c3ccc(Cl)cc3)o2)C(=O)NCCCN(C)C)cc1,25,-2,-19,-2,21*,1,4,-14,-2
C/C(=N\NC(=O)C1CCCN(S(=O)(=O)c2ccccc2)C1)c1cccnc1 (centres undefined),3,7,-28,-2,7,0,-7,26,-16
Nc1c(-c2ccc(Cl)cc2)cnn1-c1cccc([N+](=O)[O-])c1,2,1,-9,0,-1,2,-1,10,22
O=C(CN1CCN(c2ccc([N+](=O)[O-])cc2Cl)CC1)N1CCOCC1,17,7,-6,0,.,-2,2,14,-1
Cc1ccc(-n2c(SCC(=O)N/N=C/c3ccccc3C(=O)O)nnc2-c2ccc(Cl)cc2)cc1,27,1,.,-5,.,-4,-4,4,15
CNC(=O)C1=C(C)n2c(nc3ccccc32)NC1c1ccc(OC)cc1 (centres undefined),0,0,-9,-5,0,-12,-2,-10,-2
CCOC(=O)CCCCNCc1ccccc1,-8,5,-18,1,-1,-1,-6,10,11
COc1cc(/C=C2\S/C(=N/S(=O)(=O)Cc3ccccc3)NC2=O)c([N+](=O)[O-])cc1OC,-2,6,-5,3,.,-8,-3,-5,-6
O=C(O)CCc1ccc(-c2cccs2)n1CC(=O)Nc1ccccc1C(F)(F)F,10,0,-1,20,8,36,-13,5,9

# (further entries)
SMILES,Hck Nef HTS,p97 ATPase inh,Mdm2 ligase inh,Runt-CBFb FRET,NPY Y1 blocker,Runt-SMMHC FRET,RBBP9 inhibitor,NPY1 pot ag,NPY2 pot ag
Cc1cc(C)n2cc(CSc3nnc(N)s3)nc2n1,0,4,-11,3,3,0,2,-8,7
CCC(=O)NC(=S)Nc1cccc(C(C)=O)c1,2,3,-2,-1,0,-2,-2,4,5
CCCCCC(=O)NNC1=NCC(Cc2cccc(Cl)c2)S1 (centres undefined),8,2,-8,-3,0,1,-3,12,2
COc1ccc(-c2cc3ccccc3n2CC(O)CNC(CO)(CO)CO)cc1 (centres undefined),-7,-2,-12,0,-4,9,1,0,-4
COc1ccc(OCC(=O)N/N=C2/C=C(C)CC2)cc1,5,2,0,2,4,-1,5,-2,-2
Cc1ccccc1C(=O)Nc1cccc(NC(=O)Cn2cnc3c(=O)n(C)c(=O)n(C)c32)c1,-3,1,-11,-3,0,1,-7,-3,-2
Oc1ccc(CN2CCc3ccccc3C2)c2cccnc12,1,-1,12,0,1,-1,-3,-9,3

# Arranged by count of non-hydrogen atoms (rising): four of the compounds above
SMILES,Hck Nef HTS,p97 ATPase inh,Mdm2 ligase inh,Runt-CBFb FRET,NPY Y1 blocker,Runt-SMMHC FRET,RBBP9 inhibitor,NPY1 pot ag,NPY2 pot ag
CCC(=O)NC(=S)Nc1cccc(C(C)=O)c1,2,3,-2,-1,0,-2,-2,4,5
Cc1cc(C)n2cc(CSc3nnc(N)s3)nc2n1,0,4,-11,3,3,0,2,-8,7
COc1ccc(OCC(=O)N/N=C2/C=C(C)CC2)cc1,5,2,0,2,4,-1,5,-2,-2
Cc1ccccc1C(=O)Nc1cccc(NC(=O)Cn2cnc3c(=O)n(C)c(=O)n(C)c32)c1,-3,1,-11,-3,0,1,-7,-3,-2
